Screens (PubChem BioAssay)
PMI inhibitors: MPI enzyme activity inhibition – biochemical, fluorescence intensity, coupled assay, primary screen (AID 1209). one-dose inhibition, % at 20 µM; IC50 in µM for titrated hits. 190,000 compounds, 0.42% hits. purified PMI enzyme, coupled fluorescence intensity; higher % means a stronger effect;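 note: plate controls were DMSO vehicle for no effect and wells lacking substrate for full effect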
P. falciparum M1AAP: P. falciparum M1AAP inhibitors, biochemical, fluorogenic H-Leu-NHMec substrate, 1536-well (AID 1445) | one-dose inhibition, % at 30 µM; IC50 in µM for titrated hits | 220,000 compounds, 0.42% hits | recombinant M1AAP, H-Leu-NHMec fluorogenic kinetic assay; higher % means a stronger effect;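 active = primary inhibition above the hit cutoff, then over 50% inhibition at one or more dose response concentrations, cut at about 23% in these data, passing the limit was not always enough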;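 note: plate controls were DMSO full reaction for no effect and no enzyme background for full effect; strong numbers were not always called active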
human PMI inhibitors: MPI inhibition at elevated mannose 6-phosphate – biochemical, fluorescence intensity, high mannose 6-phosphate, primary screen (AID 1220); recombinant PMI enzyme, coupled fluorescence intensity; higher % means a stronger effect; one-dose inhibition, % at 20 µM; IC50 in µM for titrated hits; 190,000 compounds, 0.66% hits
XIAP displacement: small molecules displacing peptide from XIAP – biochemical, IAP family, fluorescence polarization (AID 1018); XIAP BIR domain, fluorescence polarization peptide displacement; higher % means a stronger effect; one-dose displacement, % at 20 µM; IC50 in µM for titrated hits; 200,000 compounds, 0.007% hits; in the data active = displacement above about 50%; note: a part of the inactive calls stands beside numbers as strong as those of hits
Siah-1 displacement: Siah-1 peptide-binding antagonists, primary screen, biochemical, fluorescence polarization, rhodamine-plectin, uHTS (AID 1817) | Siah-1 / rhodamine-plectin peptide fluorescence polarization; higher % means a stronger effect | displacement, % at 20 µM, or IC50 in µM where a hit was titrated | 290,000 compounds, 0.02% hits;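 active = displacement of at least 50% at 20 µM, with a fluorescence ratio check between 0.3 and a set limit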;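 note: plate controls were Siah plus tracer with DMSO for no effect and tracer alone without Siah for full effect; strong numbers were not always called active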
UTI89 phage lysis: protection from phage-mediated lysis, alamar blue read-out – E. coli UTI89, K1F phage, bacterial capsule biogenesis inhibitors (AID 488966); one-dose inhibition, % at 100 µM; IC50 in µM for titrated hits; 340,000 compounds, 0.02% hits; E. coli UTI89 K1F phage lysis, alamar blue, 2 h; higher % means a stronger effect;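 active = phage lysis inhibition, versus mean bacterial control, above a set limit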;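 note: capsule biogenesis inhibitors block K1F phage lysis so surviving cells raise fluorescence; higher fluorescence means more inhibition of phage lysis; actives were called in the ten point dose series up to 300 µM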
TNAP activation fold: stimulation of alkaline phosphatase TNAP activity – biochemical, luminescent, no phosphate acceptor, uHTS, primary screen (AID 1001) | 200,000 compounds, 0.03% hits | purified TNAP, luminescent activation assay, no phosphate acceptor; higher activation fold means a stronger effect | activation fold at 20 µM; hits with a dose series show EC50 in µM; in the data active = activation fold from about 3, or a potency from the dose series; inactive = the rest, 99 in 100 with activation fold below about 1.6; note: many of its hits are not listed in these tables
M17LAP inhibition: P. falciparum M17LAP inhibitors, primary screen, biochemical, fluorogenic H-Leu-NHMec substrate, 1536-well (AID 1619); inhibition, % at 30 µM, or IC50 in µM where a hit was titrated; 220,000 compounds, 0.38% hits; recombinant M17LAP, H-Leu-NHMec fluorogenic kinetic assay; higher % means a stronger effect;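 active = compound inhibiting the enzyme by more than half at any dose during confirmatory dose-response retesting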;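 note: plate controls were full reaction with DMSO carrier for no effect and no enzyme background for full effect; strong numbers were not always called active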
Hep lipid drop: modulators of hepatic lipid droplet formation | inhibition, % at 6.5 µM | AML12 mouse hepatocytes, oleate lipid droplets, BODIPY imaging | 240,000 compounds, 0.4% hits;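 active = lipid droplet intensity inhibited by at least 50%, with more than 500 cells counted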
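Material – mouse AML12 hepatocyte cell line, fixed after treatment · Compound dosing – one dose, 6.5 µM compound · Times – compound with oleate, overnight · Measured by – Image-based BODIPY and DAPI two-channel analysis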
Hep lipid drop cells 6.5 µM: second read-out of Hep lipid drop, no call of its own (marks repeat the call); cell count; measured here: cell count, cytotoxicity flag;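 cells counted across two imaged fields per well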
The depositor's hits bear a star; x = no result given; [ ] = another dose, or the depositor's remark. Cut-off read from the data, not from the text of the source, unless noted: active = inhibition above about 50%; inactive = the rest. Rows were taken by chance; about 1.9% have a hit in one of these screens.

Molecule | human PMI inhibitors | Hep lipid drop cells 6.5 µM | Siah-1 displacement | P. falciparum M1AAP | XIAP displacement | PMI inhibitors | Hep lipid drop | TNAP activation fold | M17LAP inhibition | UTI89 phage lysis
CCOC(=O)c1cc2cc(OC)ccc2[nH]1 | -10% | x | -9% | 6% | -3.3% | -4% | x | 1.1 | -5% | 0.2%
Cc1ccc(-c2n[nH]c(=S)n2/N=C/C=C\c2ccccc2[N+](=O)[O-])cc1 | 10% | 738 | 1% | 5% | -14% | 9% | 4 | 0.7 | -5% | 1.0%
CCOC(=O)C1=NN(C(C)=O)C2(CC(=O)N(c3cccc(C)c3)C2=O)C1 (stereo not given) | -3% | 653 | 5% | -3% | -4.9% | 20% | -5 | 1.1 | 2% | 0.0%
COc1cccc(Cn2nnc(C(=O)NCc3ccc(F)cc3)c2N)c1 | 2% | x | 3% | -3% | 1.2% | 3% | x | 1.2 | -1% | 0.9%
CCn1c(-c2cc(-c3ccccc3OC)nc3ccccc23)n[nH]c1=S | -16% | 614 | -6% | 10% | -9.9% | -12% | -29 | 0.9 | 12% | 2.4%
CCN(CCNCC(O)COCc1ccc(Cl)cc1)c1cccc(C)c1 (stereo not given) | 1% | 649 | 10% | 0% | -5.0% | 0% | 6 | 1.1 | 6% | -0.3%
Cc1ccc(C(=O)NCc2ccco2)cc1S(=O)(=O)Nc1cccc(C)c1C | 1% | 779 | -2% | 7% | -1.8% | -8% | -8 | 1.2 | 7% | 7.1%
CCCC(=O)Nc1ccc2c(c1)nc1n2CCSC1 | 8% | 765 | -4% | 8% | -8.4% | 16% | 7 | 1 | -2% | 3.6%
Cc1c(C(=O)N2CCOCC2)cc(C(C)(C)C)n1-c1ccccc1 | x | 673 | -2% | -5% | x | x | -16 | x | 3% | -2.1%
COc1ccc(/C=N/NC(=O)CN(c2ccc(OC)cc2)S(=O)(=O)c2ccccc2)cc1 | 16% | 665 | 12% | 3% | -8.2% | 16% | 6 | 1.2 | -4% | 0.1%
Cc1ccc(S(=O)(=O)N2CCN(C(=O)c3c(C)nn(-c4ccccc4)c3Cl)CC2)cc1 | -5% | x | -3% | 4% | -6.0% | -5% | x | 0.9 | 6% | 6.0%
C=CCn1c(Cc2ccc(OCC)cc2)nnc1SCC(N)=O | 13% | 698 | -2% | -2% | -4.7% | 13% | 1 | 1.1 | 23% | -1.3%
CCCOC(=O)c1ccc(NC(=O)Oc2ccccc2)cc1 | 6% | x | 1% | 2% | -10% | 8% | x | 1 | 1% | 0.3%
COc1ccc(C(=O)/C=C/C(=O)N(CC(=O)NC2CCCCC2)Cc2ccccc2)c(O)c1 | 3% | 521 | -1% | 10% | -2.0% | 10% | -38 | 1 | -9% | 0.1%
CCCc1nc2ccccc2c2nc(N)nn12 | -1% | x | -4% | -3% | -2.4% | 1% | x | 1 | -5% | 1.9%
CC(C(=O)O)n1c(C(F)(F)F)nc2ccccc21 (stereo not given) | -2% | 791 | 2% | 9% | -2.5% | 1% | 5 | 1.2 | -9% | 0.7%
COc1ccc(-c2cnc3ncnn3c2N)cc1 | 5% | 702 | 6% | -2% | -4.4% | 8% | -24 | 1.6 | 0% | -0.1%
O=C(NCc1cccnc1)/C(=C/c1ccc(-c2cccc(C(F)(F)F)c2)o1)NC(=O)c1ccccc1 | 18% | x | 4% | 13% | -2.2% | 26% | x | 1.1 | -2% | 0.5%
Cc1ccc(C(=O)NCCc2sc(C)nc2C)cc1 | 4% | 570 | -1% | 19% | -7.7% | 13% | 3 | 1 | 8% | 0.3%
COc1ccc(C2CC(c3ccccc3)=NN2C(=O)COC(=O)c2nc3nccc(C)n3n2)cc1 (stereo not given) | 6% | 675 | 3% | 4% | -3.6% | 5% | 7 | 1 | 3% | -0.3%
CC(=O)Nc1ccc(C(=O)N/N=C/c2cccnc2)cc1 | -27% | 654 | 7% | -3% | -6.2% | -16% | 10 | 1 | -5% | 0.0%
CCSc1nc(-c2cccnc2)ccc1C#N | 13% | 600 | -2% | -3% | -1.6% | 10% | 37 | 1 | -1% | 10.0%
CCCCc1c(O)cc(C)[nH]c1=O | x | 848 | -4% | 4% | x | x | -8 | x | 1% | 0.3%
CCOC(=O)c1oc2ccc(S(=O)(=O)n3nc(-c4cc(OC)c(OC)c(OC)c4)cc3N)cc2c1C | -5% | 749 | -1% | 3% | -2.8% | 0% | -7 | 1.1 | -3% | 0.0%
CC(C)(C)c1ccc(S(=O)(=O)N2CCCCC2C(=O)NCc2ccccn2)cc1 (stereo not given) | 18% | 670 | 0% | 1% | 3.7% | 20% | -15 | 1.1 | 2% | 3.1%
COc1ccc(/C=N/Nc2nc(-c3ccc(Cl)cc3)cc(C(F)(F)F)n2)c(OC)c1 | -2% | 626 | -1% | 6% | -1.3% | -9% | 7 | 1 | 5% | -0.1%
COc1cccc(Nc2ncc(C#N)c(N)n2)c1 | x | 782 | -4% | 2% | x | x | -1 | x | -2% | x
O=C(c1ccoc1)N1CCC2(CC1)Oc1ccc(F)cc1C(=O)C21CC(c2ccc(Cl)cc2)=NO1 (stereo not given) | x | x | 3% | 10% | x | x | x | x | 14% | -0.2%
O=C(O)CC/C(=N/NC(=O)CNC(=O)Cc1ccc(Cl)cc1)c1ccccc1 | x | 678 | -4% | 14% | x | x | -6 | x | 24% | -0.1%[50 µM]
CC(=O)c1ccc(N2CCN(C(=O)Nc3ccc(C(C)C)cc3)CC2)cc1 | 14% | 712 | 1% | 4% | -3.5% | 14% | -24 | 1.1 | 0% | 0.2%
CCn1cc(C(C)NC(=O)Nc2ccc3c(c2)OCO3)c(C)n1 (stereo not given) | 10% | 692 | 0% | 5% | -5.4% | 8% | 0 | 1.1 | 1% | -0.1%
CCOC(=O)C1(CCOC)CCN(Cc2nc(-c3cccs3)oc2C)CC1 | -6% | 692 | -2% | 10% | -3.2% | -2% | -4 | 1.1 | 0% | 3.8%
CN1CCN(C(=O)c2ccc3c(c2)N(Cc2ccc(Cl)cc2)C(=O)c2ccccc2S3=O)CC1 (stereo not given) | 2% | 672 | 0% | -4% | -4.8% | 5% | -21 | 1 | -2% | -1.2%
COc1ccccc1-c1nc2ccccc2nc1-c1ccccc1OC | 3% | 625 | 6% | 10% | -5.7% | 17% | -17 | 1.2 | 1% | 1.9%[50 µM]
CCOc1ccccc1C1C(C#N)=C(N)Oc2n[nH]c(CC)c21 (stereo not given) | 3% | x | 2% | 0% | -4.0% | -6% | x | 1 | 29% | -3.9%
Cc1ccnc(NC(=O)COc2ccccc2[N+](=O)[O-])c1 | -7% | 684 | 3% | -4% | -11% | -6% | -2 | 1 | -3% | 0.0%
Cc1ccc(NCc2cccnc2)c(Br)c1 | 0% | 677 | 3% | -5% | -2.5% | -7% | -22 | 1 | 1% | 0.2%
COc1ccc(NC(=O)CN2C(=O)N(C)Cc3ccccc32)c(C)c1 | 8% | 680 | 1% | 1% | -5.9% | -5% | 11 | 1.1 | 0% | 0.2%
CCOC(=O)c1cc2c(C)n(-c3ccc(C)cc3)c(C)c2ccc1=O | -23% | x | -1% | 17% | -2.4% | -12% | x | 1.1 | 26% | 0.1%
Cc1cc(NC(=O)C2CCCN2C(=O)Nc2c(C)cccc2C)ccc1-n1cnnn1 (stereo not given) | -7% | 706 | 11% | 9% | -2.7% | -7% | -7 | 1.1 | -11% | 5.5%
O=c1c2ccccc2cnn1-c1nc2ccccc2[nH]1 | -10% | 672 | 3% | 21% | -5.4% | -10% | 8 | 1.2 | 12% | 0.2%
Cc1c(NC(=O)c2ccccc2NS(=O)(=O)c2ccc(Br)cc2)c(=O)n(-c2ccccc2)n1C | -6% | x | -5% | 25%* | -4.5% | -14% | x | 1 | 15% | 0.0%
O=C(CSc1nc(-c2ccccc2)cs1)NC(=O)NCc1ccco1 | -14% | 658 | -7% | 6% | -5.9% | -14% | -16 | 1.1 | -4% | -0.3%
O=C(O)/C=C\C(=O)Nc1ccc(OC(F)F)cc1 | 13% | 683 | -6% | 6% | 12% | 3% | 16 | 1.1 | 13% | -0.6%
CC(=O)NS(=O)(=O)c1ccc(NC(=S)NC(=O)C(C)(C)C)cc1 | -9% | x | 2% | 3% | -2.2% | -10% | x | 1 | 5% | 5.6%
Cc1nc2sc(C(c3cccs3)N3CC(C)CC(C)C3)c(O)n2n1 (stereo not given) | -1% | 664 | -3% | 16% | -7.4% | 0% | 17 | 0.9 | 19% | -0.4%
CCCS(=O)(=O)N1CCN(C(=O)c2ccco2)CC1 | 5% | x | -1% | 12% | -3.7% | 16% | x | 1.1 | 4% | -0.3%
CC(CN(C)C)CN1c2ccccc2CCc2ccccc21 (stereo not given) | x | 681 | 7% | 2% | x | x | 10 | x | -1% | 9.7%
C#CCOC(=O)Nc1cnccc1C(F)(F)F | x | 685 | 14% | 2% | x | x | 0 | x | 5% | -0.8%
C(=N\c1nc2ccccc2[nH]1)/c1cccs1 | 4% | x | 0% | -3% | -0.3% | 3% | x | 1.1 | -7% | 1.3%
COC(=O)c1[nH]c(C)c(/C(O)=C2\C(=O)C(=O)N(CCN(C)C)C2c2cccc(OC)c2OC)c1C (stereo not given) | -21% | 734 | 0% | 1% | -0.5% | -25% | 0 | 1.1 | 10% | -0.1%
CCOc1ccc(C2C(C(=O)c3ccco3)=C(O)C(=O)N2CCN(C)C)cc1 (stereo not given) | 8% | 758 | -1% | -2% | -15% | 10% | -5 | 1 | 3% | x
CCOC(=O)C1C(=O)CC(C)(O)C(C(=O)OCC)C1c1ccco1 (stereo not given) | 4% | 795 | -2% | 0% | -4.4% | 2% | -20 | 1.1 | 0% | -3.7%
O=C1NCCN/C1=C\C(=O)c1ccc(Cl)cc1 | x | 727 | -2% | 3% | x | x | -6 | x | -4% | x
CC1CC(CC(=O)NC(=S)Nc2ccccc2Cl)C(=O)O1 (stereo not given) | 13% | 741 | 7% | -9% | -3.9% | 9% | 11 | 1.1 | -3% | 0.6%
Cc1cccc(CCNC(=O)CN(C)S(=O)(=O)c2cnc[nH]2)c1 | -8% | 416 | 2% | 1% | -7.8% | 1% | -1 | 1.1 | 13% | 5.2%
CCC(CC)C(=O)N1CCN(c2ccccc2)CC1 | -175% | 697 | 6% | 1% | -1.6% | -79% | 10 | 1.1 | 4% | 0.3%
COc1ccc(-c2nn(CC(=O)Nc3ccc(Cl)c(Cl)c3)c(=O)c3ccccc23)cc1 | 5% | x | -4% | 11% | -4.3% | 2% | x | 1 | 1% | 0.6%
CCc1ccccc1N1C[C@@]23C=C[C@@H](O2)C(C(=O)OCC(C)C)[C@H]3C1=O (stereo not given in full) | -2% | x | -1% | -1% | -1.2% | -2% | x | 1.1 | 4% | 0.7%
COC(=O)c1cnc(Nc2ccc(Cl)cc2)c([N+](=O)[O-])c1 | x | 745 | 12% | -1% | x | x | 6 | x | -12% | 0.3%
O=C(CCc1nnc(CCCc2ccccc2)o1)NCCCC1CCCC1 | -6% | 733 | 0% | 3% | -3.7% | 1% | 0 | 1.1 | 1% | 0.3%
